Screens (PubChem BioAssay)
SRC2 inh – human SRC2 (NCOA2) inhibition | Q15596 | AID 651957 | HEK293 GAL4-SRC2 luciferase reporter, luminescence | 370,000 compounds, 0.17% hits | inhibition, % at 9 µM;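 active means inhibition above the mean inhibition of all tested compounds plus 3 SD, set per campaign, cut at about 52% in these data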;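 further: 0% = DMSO treated cells and 100% = cells given Gossypol at 36 µM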
TWEAK Fn14 block – blocks TWEAK-Fn14 interaction in a reporter cell assay; TWEAK-stimulated Fn14 reporter cells, luciferase luminescence, 8 h; AID 1159606; 360,000 compounds, 2% hits; inhibition, % at 10 µM; in the data active means inhibition above about 50%
NOD2-RIPK2 inh – NOD2-RIPK2 protein interaction inhibition; O43353; CHO BLA complementation NOD2-RIPK2, CCF4 ratio; inhibition, % at 4.98 µM; 360,000 compounds, 0.38% hits; in the data active means inhibition above about 21%;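 further: 0% = vehicle only and 100% = reference blocker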
LRH-1 inv ag – inverse agonists of human LRH-1 (NR5A2) | AID 602396 | O00482 | inhibition, % at 3.6 µM | HEK293T StAR-luciferase reporter, LRH-1 transfected, 24 h | 360,000 compounds, 0.13% hits;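 active means inhibition above the mean inhibition of all tested compounds plus 3 SD, cut at about 73% in these data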;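 further: 0% = DMSO wells and 100% = reporter-only cells lacking LRH-1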
C8 TRAIL sens – caspase-8 TRAIL sensitization | NB7+C8 cells + TRAIL, ATPlite viability luminescence | inhibition (viability loss, TRAIL sensitization), % at 10 µM | 360,000 compounds, 1% hits | AID 624354;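 active means compounds causing at least 50% loss of cell viability in the single-dose screen, relative to plate controls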
TROY signal inh – TROY signaling inhibition | AID 1347056 | Q293 LMP1-TROYcd NF-kB luciferase reporter, 4 h | 360,000 compounds, 0.98% hits | inhibition, % at 10 µM;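 active means compounds whose plate-normalised and pattern-corrected inhibition of the luciferase reporter signal at the single screening dose is 50% or more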
NCOA1 inh – inhibits human SRC1 coactivator. Q15788. HEK293 GAL4-SRC1 luciferase reporter, luminescence. inhibition, % at 3.6 µM. 360,000 compounds, 0.12% hits. AID 588354;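 active means inhibition above the campaign mean plus 3 SD, with each screening campaign given its own cutoff, cut at about 60% in these data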;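 further: 0% = DMSO treated cells and 100% = gossypol at 36 µM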
TLR9-MyD88 block – TLR9-MyD88 interaction inhibition. Q9NR96+Q99836. CHO BLA complementation TLR9-MyD88, CCF4 FRET ratio. inhibition, % at 4.98 µM. 340,000 compounds, 0.21% hits;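 active means inhibition above the mean over all tested compounds plus 3 SD, cut at about 21% in these data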;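 further: 0% = DMSO only wells and 100% = clavulanate BLA inhibitor control wells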
LMP1 NFkB inh – reduces LMP1-driven NF-kappaB luciferase signal | LMP1-induced NF-kappaB luciferase reporter cells, luminescence | inhibition, % at 12.5 µM | 350,000 compounds, 0.69% hits | AID 504558; in the data active means inhibition above about 41%;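 further: 0% = neutral control wells and 100% = reference inhibitor control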
COUP-TFII inh – inhibitors of human COUP-TFII (NR2F2). inhibition, % at 8.6 µM. P24468. 370,000 compounds, 0.7% hits. HEK293T NGFI-A luciferase reporter, luminescence;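 active means inhibition above a per-plate cutoff, mean inhibition of test wells between control levels plus 3 SD, cut at about 38% in these data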;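 further: cells cotransfected with COUP-TFII expression vector driving the NGFI-A reporter; 0% = median of COUP-TF2 test wells and 100% = reporter-only cells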
NCOA3 inh – inhibitors of human steroid receptor coactivator 3 (SRC3). Q9Y6Q9. HEK293 GAL4-SRC3 luciferase reporter, luminescence. inhibition, % at 3.6 µM. 360,000 compounds, 0.17% hits. AID 588352;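 active means inhibition above a per-campaign cutoff, the mean of all compounds plus 3 SD, cut at about 60% in these data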;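 further: 0% = DMSO-treated cells and 100% = gossypol-treated cells at 36 µM; higher means less SRC3-driven luciferase light from the GAL4 reporter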
Starred values were filed as active, the others as inactive; . = not tested or not shown.

#1 CCN1CCCC1CN(Cc1cc2cc(OC)ccc2[nH]c1=O)C(=O)NCc1ccccc1 (stereo unspecified)
#2 CN(CC(=O)Nc1ccc(Cl)cc1)C(=O)CCNC(=O)c1ccc(Cl)cc1
#3 COc1ccc(-n2nnnc2SCC(=O)N2CCCC2)cc1OC
#4 Cc1ccccc1NC(=O)CSc1nc2ccccc2c(=O)n1C
#5 CCc1ccc(CN(C)C(=O)c2cc(COc3ccc(OC)cc3Cl)on2)nc1

Screen / compound no.	1	2	3	4	5
SRC2 inh	4	14	-8	12	-34
TWEAK Fn14 block	5	-24	12	11	-31
NOD2-RIPK2 inh	-13	-12	-3	-5	0
LRH-1 inv ag	-18	3	15	17	-90
C8 TRAIL sens	-13	-7	1	12	-2
TROY signal inh	-10	-41	-11	13	-43
NCOA1 inh	-18	-7	14	17	-72
TLR9-MyD88 block	-8	-10	4	6	-3
LMP1 NFkB inh	2	-22	0	5	-25
COUP-TFII inh	2	6	-6	34	-6
NCOA3 inh	7	-2	13	10	-62

#6 O=C(O/N=C1\CCS(=O)(=O)c2sccc21)c1ccccc1
#7 O=C(CN1CCCCCCC1)N/N=C/c1ccc([N+](=O)[O-])o1
#8 CCCCC(=O)Nc1nnc(C2=COCCO2)o1
#9 Nc1[nH]c(N=NC(=O)c2ccccc2O)c2ccccc12
#10 Cc1onc(-c2c(Cl)cccc2Cl)c1C(=O)NNc1ccccc1

Screen / compound no.	6	7	8	9	10
SRC2 inh	-18	-27	-7	-42	-13
TWEAK Fn14 block	14	8	7	-8	-4
NOD2-RIPK2 inh	-12	-1	4	-7	13
LRH-1 inv ag	17	2	9	-105	-5
C8 TRAIL sens	6	21	0	72*	-15
TROY signal inh	-27	8	-17	-82	1
NCOA1 inh	-29	0	9	-130	5
TLR9-MyD88 block	4	-1	12	2	-10
LMP1 NFkB inh	-4	-27	-6	-11	-24
COUP-TFII inh	-7	1	5	-41	-2
NCOA3 inh	-5	-5	18	-57	13

Arranged by count of non-hydrogen atoms (low to high): some entries from above.
#8 CCCCC(=O)Nc1nnc(C2=COCCO2)o1
#9 Nc1[nH]c(N=NC(=O)c2ccccc2O)c2ccccc12
#5 CCc1ccc(CN(C)C(=O)c2cc(COc3ccc(OC)cc3Cl)on2)nc1

Screen / compound no.	8	9	5
SRC2 inh	-7	-42	-34
TWEAK Fn14 block	7	-8	-31
NOD2-RIPK2 inh	4	-7	0
LRH-1 inv ag	9	-105	-90
C8 TRAIL sens	0	72*	-2
TROY signal inh	-17	-82	-43
NCOA1 inh	9	-130	-72
TLR9-MyD88 block	12	2	-3
LMP1 NFkB inh	-6	-11	-25
COUP-TFII inh	5	-41	-6
NCOA3 inh	18	-57	-62

The list goes on:
#11 COc1cccc(C2c3c(-c4ccccc4)n[nH]c3C(=O)N2c2ccc(C(=O)O)cc2)c1 (stereo unspecified)
#12 Cn1c(-c2ccsc2)c(-c2cccs2)c2cc(-c3ccc4[nH]ccc4c3)ccc21
#13 C=CCc1cccc2cc(C(=O)Nc3ccc(CC(=O)O)cc3)c(=O)oc12
#14 CS(=O)(=O)c1ccc(Cl)c(NC(=O)COC(=O)c2ccc(-n3cnnn3)cc2)c1
#15 Cc1cccc(N(NC(=O)C(C)(C)O)C(=O)c2ccccc2)c1

Screen / compound no.	11	12	13	14	15
SRC2 inh	-24	-11	48	-38	-29
TWEAK Fn14 block	5	-3	25	-3	-7
NOD2-RIPK2 inh	-4	-10	2	5	7
LRH-1 inv ag	20	13	-26	10	8
C8 TRAIL sens	5	0	15	4	-14
TROY signal inh	-4	-3	-19	14	-6
NCOA1 inh	9	-32	-39	-3	-5
TLR9-MyD88 block	3	-1	-4	-3	-2
LMP1 NFkB inh	1	0	8	-5	7
COUP-TFII inh	8	-3	33	2	-4
NCOA3 inh	4	22	-1	7	12

#16 CCC1(C)NC(=O)N(/N=C/c2cc(OC)c(O)c(OC)c2)C1=O (stereo unspecified)
#17 CC(=O)Nc1nc2ccc(Br)cc2s1
#18 CCOc1cc(Br)c(/C=C2/C(=O)N(C)C(=S)N2CC(=O)OC)cc1OC
#19 CC(OC(=O)C1=COCCO1)C(=O)c1ccc(C(C)(C)C)cc1 (stereo unspecified)
#20 COc1cc(OC)cc(C(=O)NC(C(=O)OCn2nnc3ccccc3c2=O)C(C)C)c1 (stereo unspecified)

Screen / compound no.	16	17	18	19	20
SRC2 inh	-3	-33	10	-31	1
TWEAK Fn14 block	-11	30	-4	1	-3
NOD2-RIPK2 inh	-8	2	-9	1	-13
LRH-1 inv ag	-7	-83	24	15	-11
C8 TRAIL sens	1	16	1	9	-2
TROY signal inh	7	-20	-8	-58	-5
NCOA1 inh	-6	-66	2	-10	13
TLR9-MyD88 block	-7	3	6	-5	1
LMP1 NFkB inh	4	-19	4	-10	6
COUP-TFII inh	-4	-41	-20	-2	16
NCOA3 inh	20	-67	-6	3	11

#21 Cc1n[nH]c(=S)n1-c1cccc(Cl)c1
#22 O=C(COC(=O)c1cc2c(s1)CCCC2)NCc1ccccc1Cl
#23 Cc1sc2nc(C(C)Nc3ccccc3N3CCOCC3)[nH]c(=O)c2c1C (stereo unspecified)
#24 COCCn1c(C)cc(C(=O)CSc2cc(C)c3ccccc3n2)c1C
#25 O=c1/c(=C/c2ccco2)sc2n1CN(c1cccc(Br)c1)CN=2

Screen / compound no.	21	22	23	24	25
SRC2 inh	-10	15	-1	-18	-4
TWEAK Fn14 block	-15	0	15	-8	1
NOD2-RIPK2 inh	-4	3	-2	-5	-4
LRH-1 inv ag	-5	-7	19	-35	0
C8 TRAIL sens	-9	-6	1	1	2
TROY signal inh	12	14	13	-21	-11
NCOA1 inh	-24	-4	-2	12	-1
TLR9-MyD88 block	5	1	-5	-3	5
LMP1 NFkB inh	8	-5	2	-18	-10
COUP-TFII inh	8	-11	-4	6	-4
NCOA3 inh	14	4	16	13	10

#26 COc1ccc(-c2csc(NC(=O)C3CSC4(C)CCC(=O)N34)n2)cc1OC (stereo unspecified)
#27 COc1ccc(S(=O)(=O)N(C)c2ccc(C(=O)NCC3CCCO3)cc2)cc1OC (stereo unspecified)
#28 CC(=O)Nc1ccc(NC(=O)CCn2c(=O)oc3ccccc32)cc1
#29 CC(=O)Cn1cnc2c(cnn2-c2ccc(F)cc2)c1=O
#30 Cc1ccc(-c2n[nH]c(=S)n2C)cc1Cl

Screen / compound no.	26	27	28	29	30
SRC2 inh	-14	1	.	-31	1
TWEAK Fn14 block	-18	3	33	-15	5
NOD2-RIPK2 inh	-10	1	0	7	0
LRH-1 inv ag	10	8	3	-45	-17
C8 TRAIL sens	5	0	-5	1	-2
TROY signal inh	-7	5	3	-20	-12
NCOA1 inh	-25	-9	17	-22	-10
TLR9-MyD88 block	-4	12	-1	4	-5
LMP1 NFkB inh	4	0	-10	2	8
COUP-TFII inh	6	-10	.	-41	7
NCOA3 inh	21	5	12	-23	10

#31 COc1ccc(OCCN2CCC(C(=O)NC(c3ccsc3)c3ccccc3C)CC2)cc1 (stereo unspecified)
#32 Cc1ccc(OCC(=O)O/N=C(\N)c2ccncc2)c(C)c1
#33 CCCCCCn1cc(CN2CC(N3CCN(CCO)CC3)CS2(=O)=O)nn1 (stereo unspecified)
#34 O=C(NCc1ccc2c(c1)OCO2)c1ccc(Cl)nc1
#35 CN(C(=O)c1ccccc1C(=O)c1ccccc1)C1CCS(=O)(=O)C1 (stereo unspecified)

Screen / compound no.	31	32	33	34	35
SRC2 inh	16	-71	2	0	4
TWEAK Fn14 block	-25	1	108*	8	-9
NOD2-RIPK2 inh	-1	6	-1	1	-5
LRH-1 inv ag	2	-66	-6	7	-3
C8 TRAIL sens	-25	4	-1	19	14
TROY signal inh	3	-26	-1	-14	1
NCOA1 inh	3	-93	.	0	-1
TLR9-MyD88 block	.	-1	.	1	-11
LMP1 NFkB inh	.	-38	.	0	-18
COUP-TFII inh	-2	-45	-6	3	9
NCOA3 inh	17	-101	.	14	1

Part of the list above in a different format.
entry | canonical_smiles | SRC2 inh | TWEAK Fn14 block | NOD2-RIPK2 inh | LRH-1 inv ag | C8 TRAIL sens | TROY signal inh | NCOA1 inh | TLR9-MyD88 block | LMP1 NFkB inh | COUP-TFII inh | NCOA3 inh
18 | CCOc1cc(Br)c(/C=C2/C(=O)N(C)C(=S)N2CC(=O)OC)cc1OC | 10 | -4 | -9 | 24 | 1 | -8 | 2 | 6 | 4 | -20 | -6
20 | COc1cc(OC)cc(C(=O)NC(C(=O)OCn2nnc3ccccc3c2=O)C(C)C)c1 (stereo unspecified) | 1 | -3 | -13 | -11 | -2 | -5 | 13 | 1 | 6 | 16 | 11

Later entries
#36 Cc1ccc(NC(=O)NC2CCCCCCC2)cc1
#37 CS(=O)CC(O)(c1ccc(F)cc1)C1CC1 (stereo unspecified)
#38 CC(=O)c1cc(C#N)c(N2CCCCC2)nc1C
#39 O=C(Nc1ccc(C(=O)NC2CCCCC2)cc1)c1cccnc1
#40 CCCCN(C(=O)C1=NN(c2ccccc2)C(=O)CC1)c1c(N)n(CC(C)C)c(=O)[nH]c1=O

Screen / compound no.	36	37	38	39	40
SRC2 inh	-34	-22	2	-9	-4
TWEAK Fn14 block	-36	1	27	-5	11
NOD2-RIPK2 inh	-3	2	0	-20	1
LRH-1 inv ag	-128	1	23	7	-11
C8 TRAIL sens	15	-3	14	-28	-2
TROY signal inh	-82	7	-14	-5	-10
NCOA1 inh	-47	1	-10	-14	1
TLR9-MyD88 block	-5	-9	9	3	3
LMP1 NFkB inh	-39	3	-1	-4	8
COUP-TFII inh	-21	-6	2	2	2
NCOA3 inh	-61	-25	18	-10	-6

#41 CCCOc1ccc(NC(=O)C2CC(=O)N(C(C)C)C2)cc1 (stereo unspecified)
#42 CC1(C)Cc2nc(-c3ccccc3)nc(SCC(O)CO)c2CO1 (stereo unspecified)
#43 Cc1cc2nc(-c3ccco3)c(Cc3cccc(F)c3)n2c(C)c1Br
#44 CCOc1ccccc1NC(=O)C1C2C=CC(C2)C1C(=O)O (stereo unspecified)
#45 CCOC(=O)C1=C(C)N[C@@]2(O)c3ccccc3C(=O)[C@@]12O
#46 Cc1cccn2c(=O)c(/C=N/O)c(N3CCCCC3)nc12
#47 CCOc1ccccc1NC(=O)COn1nnc2ccccc21

Screen / compound no.	41	42	43	44	45	46	47
SRC2 inh	-29	20	-14	-8	19	.	-19
TWEAK Fn14 block	-1	-2	18	-5	-18	-8	-6
NOD2-RIPK2 inh	-2	-6	-6	-1	-9	-6	-3
LRH-1 inv ag	3	-9	-12	-3	27	-10	-43
C8 TRAIL sens	-20	-1	3	-8	-7	5	-2
TROY signal inh	-6	1	-17	4	-14	-13	3
NCOA1 inh	-13	-5	2	0	-7	-8	-21
TLR9-MyD88 block	4	.	.	9	2	-4	-1
LMP1 NFkB inh	-10	.	.	-3	5	-5	-3
COUP-TFII inh	-24	8	1	-11	8	.	-23
NCOA3 inh	7	-20	-15	-2	35	-11	-7

Only part of the results is shown; rates above refer to the full screens.
